PV pol inh: poliovirus RdRp elongation inhibitors, primary screen, biochemical, fluorescence polarization, total intensity. poliovirus polymerase elongation; stronger effect = lower value. % elongation, % (compound at 16.7 µg/mL). hit rate 0.66% among 150,000; in the data active = % elongation below about 90%; note: some results filed as inactive read as strong as hits
Target sequence (P03300 1749-2209 limits assumed): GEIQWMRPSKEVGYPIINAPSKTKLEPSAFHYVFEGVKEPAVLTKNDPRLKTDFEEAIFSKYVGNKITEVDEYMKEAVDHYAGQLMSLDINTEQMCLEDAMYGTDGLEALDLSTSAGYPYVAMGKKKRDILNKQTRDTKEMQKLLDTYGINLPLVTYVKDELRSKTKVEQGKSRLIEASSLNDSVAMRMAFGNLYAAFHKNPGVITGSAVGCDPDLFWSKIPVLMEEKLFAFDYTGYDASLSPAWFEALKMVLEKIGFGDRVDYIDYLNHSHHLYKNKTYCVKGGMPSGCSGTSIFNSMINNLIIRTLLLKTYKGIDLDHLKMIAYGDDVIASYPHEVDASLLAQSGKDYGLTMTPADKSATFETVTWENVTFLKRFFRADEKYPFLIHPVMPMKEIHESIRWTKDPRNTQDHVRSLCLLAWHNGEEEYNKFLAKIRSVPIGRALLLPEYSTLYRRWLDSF
PV pol inh FP z-score: further read-out of PV pol inh, marked with its call; z-score; measured here: FP z-score; hits read low
The depositor's hits bear a star. This is a subset. The share of hits here may be higher or lower than overall.

structure,PV pol inh,PV pol inh FP z-score
O=C1c2ccccc2C(=O)N1CCCN1CCN(CCCN2C(=O)c3ccccc3C2=O)CC1,102,0.5
CN(C)C(=S)SCC(=O)N1CCN(S(=O)(=O)c2ccc3ccccc3c2)CC1,108,0.6
Cn1nc2c3ccccc3n(Cc3ccc(F)cc3)c2nc1=S,102,0.2
Cc1ccc(S(=O)(=O)N2C(=O)CCC2C(=O)NCc2ccco2)cc1 (stereo not given),101,0.1
COc1ccccc1NC(=O)CSc1oc(-c2ccccc2)nc1S(=O)(=O)c1ccc(C)cc1,98,-2.4
CN1C(CC(=O)c2ccccc2)CCC[C@H]1CC(O)c1ccccc1 (stereo not given in full),101,0
CC(OC(=O)c1cc2ccccc2[nH]1)C(=O)NC1CC1 (stereo not given),111,0.3
Cc1ccc2c(c1)-c1c(cnn1CC(=O)NC1CCCCC1C)CO2 (stereo not given),102,-0.1
O=c1oc2ccccc2n1CN1CCCCC1,101,-0.4
CCN1C(C(=O)c2ccccc2)=C(OC(=O)c2ccco2)c2ccccc2S1(=O)=O,100,-0.8
Cc1nn(C(=O)c2ccccc2)c(C)c1S(=O)(=O)N1CCOCC1,101,-1.3
COc1cccc(C(=O)NC(=S)NCc2ccco2)c1,102,0
CCc1ccccc1N(C)S(=O)(=O)c1cc(-c2cc(C)no2)ccc1OC,103,1.6
Cc1ccc(Cl)cc1NC(=O)Cn1cc2c(n1)CCCCC2,105,-0.3
CC1CC(C)CN(C(=O)c2cn(-c3ccccc3)nc2-c2cccs2)C1 (stereo not given),102,0.1
CNC(=O)C1CCC(Cn2c(=O)c3sccc3n(CC(=O)Nc3cc(C)cc(C)c3)c2=O)CC1 (stereo not given),108,0.4
O=C(Nc1ccc(Br)cc1)c1ccc(-n2cccn2)cc1,100,-0.7
O=C(NC1CCCCC1)c1ccc(CSc2nc3cccnc3n2Cc2ccccc2)cc1,111,0.2
O=C(c1cc(NS(=O)(=O)c2ccc(F)cc2)ccn1)N1CCc2ccccc21,100,-0.6
CCn1c(-c2ccccc2)c(C(=O)COC(=O)/C=C/c2ccco2)c2ccccc21,106,0.2
C/C=N/N=C1/NC(=O)C(CC(=O)Nc2cccc(C)c2C)S1 (stereo not given),98,-0.4
CCc1cccc(NC(=O)c2cccc3c2C(=O)N(CC2CCCO2)C3)c1 (stereo not given),102,0.1
O=C(O)C1(NS(=O)(=O)c2ccc(F)cc2)CCCCC1,101,-0.3
N#CC1(C#N)C(C(N)=O)C1c1ccccc1 (stereo not given),100,-0.1
CCC(C)NC(=O)c1ccc(-n2ccc3ccccc32)s1 (stereo not given),100,-0.2
CN(CP(=O)(O)CN1CCOCC1)S(C)(=O)=O,105,0.3
O=C(OCc1nnc(-c2ccccc2)o1)C1CCN(C(=O)c2ccc(Cl)cc2)CC1,101,-0.2
Cc1ccc(C)c2[nH]c(=O)c(CCNC(=O)c3ccc(Br)o3)cc12,100,-0.8
Cc1ccccc1NS(=O)(=O)c1ccc2c(c1)NC(=O)CCS2,108,-0.1
Cc1ccc2nc3c(c(C)c2c1)CC(C)O3 (stereo not given),102,0
CC(=O)Nc1ccc2c(c1)C(=O)N(c1ccccc1)C2=O,103,0.2
CCOC(=O)c1ccccc1NC(=O)Cn1ccn2nc(-c3ccc(OCC)cc3)cc2c1=O,100,-0.8
Cc1ccc(NC(=O)c2c(Cl)nc3sccn23)cc1NC(=O)c1c(Cl)nc2sccn12,107,0.3
CN(C(=O)CSc1nc(-c2cccs2)cc(C(F)(F)F)n1)c1ccccc1,99,-0.5
CCOC(=O)N1CCN(C(=O)CSc2nc(=O)n3ccc(C)cc3n2)CC1,100,-1.1
C=C(C)c1cccc(C(C)(C)NC(=O)NC2CC(C)(C)NC(C)(C)C2)c1,102,-0.1
CCc1ccccc1NC(=O)CSc1ncc(S(=O)(=O)c2ccc(C(C)C)cc2)c(N)n1,100,-0.5
N#CCCn1c(=S)[nH]c2ccccc21,82*,-2.8*
CC1(C)Cc2ccccc2-c2nc3n(c(=O)c21)CCCS3,103,0.6
CC(C)(C)NS(=O)(=O)c1ccccc1,103,0.2
CCn1c(SCC(=O)c2cccs2)nnc1-c1cccs1,100,-0.4
Cc1ccc(C)c(OCCC(=O)O)c1,113,0.8
CCOC(=O)C1CCN(C(c2cccc(F)c2)c2c(O)cc(C)n(Cc3ccco3)c2=O)CC1 (stereo not given),112,0.8
Cc1ccc(NC(=O)CCCN2C(=O)S/C(=C/c3ccccc3)C2=O)cc1,101,0
S=C(NCC1CCCO1)Nc1ccc(Cl)cc1 (stereo not given),100,0
Cc1ccc(CN(C)C(=O)c2cccc(S(=O)(=O)N3CCCC3)c2)cc1,100,-0.1
CC(C)(C)C(=O)Nc1ccc2nc(SCC(=O)N3CCc4ccccc43)sc2c1,106,-0.3
O=C(CN1C(=O)C2C3C=CC(C3)C2C1=O)NCc1ccco1 (stereo not given),102,0.2
CCOC(=O)C1=C(CS(=O)(=O)c2ccc(F)c(C)c2)NC(=O)NC1c1ccccc1OC (stereo not given),102,-1.2
CCN1CCOC(=O)C1CC(=O)Nc1cc(C)cc(C)c1 (stereo not given),99,-1.9
CC(C)NC(=O)Cn1cc(C(F)(F)F)ccc1=O,104,0.2
O=C(Cn1nnc(-c2cccs2)n1)N1c2ccccc2CCc2ccccc21,102,0.1
COC(c1cccs1)c1c(C)[nH]c2ccccc12 (stereo not given),100,-0.2
COc1ccc(C(F)(F)F)cc1NC(=O)c1sc2nc(-c3cccs3)ccc2c1N,111,0
CCC(=O)N1CCc2cc(S(=O)(=O)CCC(=O)N3CCN(c4cccc(Cl)c4)CC3)ccc21,108,-0.2
Cc1cc(C)cc(C(=O)n2nc(C)c(S(=O)(=O)N3CCOCC3)c2C)c1,109,0.5

(more compounds)
structure,PV pol inh,PV pol inh FP z-score
COc1cc(OC)cc(C2=NC(C)(C)CO2)c1,101,0
Nc1c(C(=O)Nc2cccc(F)c2)sc2nc(-c3cccs3)ccc12,113,0.3
CCCCNc1c(Cl)cnn(-c2ccccc2)c1=O,101,0.1
COc1cc(OC)cc(-c2cc3nc(C4CCNCC4)cc(=O)n3[nH]2)c1,100,0
COc1ccccc1NC(=O)CC1C(=O)Nc2ccccc2N1C(=O)c1ccccc1 (stereo not given),101,-0.5
COc1ccc(-c2cn3c(n2)-c2ccccc2C3)cc1OC,103,-0.1
CCc1ccccc1NC(=O)Cc1ccc(-n2c(C)nc3cccnc32)cc1,113,1.1
CC(CN1CCCCC1)OC(=O)CCc1ccccc1 (stereo not given),102,0.2
CC(C)Cn1c(SCC(=O)Nc2ccc(S(N)(=O)=O)cc2)nnc1-c1ccco1,99,-0.7
O=C(CC(NC1CC1)C(=O)O)c1ccc(Cl)cc1 (stereo not given),104,0.2
CC1(C)CC(=O)C=C(Nc2ccc(F)cc2)C1,103,-0.1
CCN1/C(=C\C=C2C(=O)OC(C)(C)OC2=O)Sc2ccccc21,93,-2.6
CC(C)OC(=O)/C(C#N)=C\c1cccs1,102,0.1
CSc1sc(C(=O)/C=C/N(C)C)c(-c2ccccc2)c1C#N,112,1.9
O=C1/C(=C/c2ccccn2)CC/C1=C\c1ccccn1,99,-0.4
O=C(Nc1n[nH]c(C(F)(F)F)n1)c1ccc(F)cc1,103,0.5
CCN(CC)C(=O)Cn1cc(S(=O)(=O)CC(=O)NCCc2ccccc2)c2ccccc21,99,-0.7
O=C(O)CNCc1nc2ccccc2[nH]1,105,1.3
Cn1ccnc1SCn1nnc2ccccc2c1=O,109,0
O=C(O)c1ccc(S(=O)(=O)NC2=NCCS2)cc1,100,-0.5
Cc1ccc(S(=O)(=O)NCCN2CCOCC2)cc1,100,-0.3
CCN(c1ccccc1)S(=O)(=O)c1cccs1,102,0.2
COc1cc(Cl)c(C)cc1NC(=O)NCc1noc2ccccc12,102,0
CN(C)c1nc(-c2ccccc2)nc2c1sc(=S)n2-c1ccccc1,105,0.1
Cc1cc(NC(=O)C(C)Sc2nc(-c3ccccc3)cc(C(F)(F)F)n2)no1 (stereo not given),101,-0.2
CCc1nnc(NC(=O)c2cc(=O)c3cc(C)ccc3o2)s1,110,0.4
CCc1ccc(NC(=O)CCc2nnc3n(C)c(=O)c4sccc4n23)cc1,102,-1
CC1CC(C)CN(C(=O)c2ccc3c(c2)N(C)C(=O)/C(=C/c2cccc(Cl)c2)S3)C1 (stereo not given),102,-0.2
Cc1ccc(P(/C=C2\N(C)c3ccccc3C2(C)C)(=Nc2ccc(S(N)(=O)=O)cc2)N2CCOCC2)o1 (stereo not given),102,0.2
O=C(Nc1nc2ccc(Cl)cc2s1)C1CN(C(c2ccccc2)c2ccccc2)C1,102,0
COc1ccccc1CCNC(=O)c1ccc(NC(=O)N2CC(C)Sc3ccccc32)cc1 (stereo not given),112,1.8
CCN1CCN(c2c(S(=O)(=O)c3ccc(Cl)cc3)cnc3ccccc23)CC1,103,-0.9
O=C(NC(=S)Nc1ccc(-c2nc3ccccc3o2)cc1)c1cc2ccccc2o1,99,-1
COc1ccc(-c2nc3cc(C)ccn3c2NC(=O)c2ccc(C)c(C)c2)cc1,103,-0.6
CCCC(=O)Nc1ccc2c(c1)COC2=O,106,0.3
COc1cccn(CC(=O)NN)c1=O,104,0.1
Cc1ccccc1CNC(=O)c1oc2ccc3c(c2c1C)C(O)CC(C)(C)O3 (stereo not given),105,1.2
Cc1cccc(-n2ccnc2SCC(=O)Nc2ccc(F)cc2F)c1C,100,-1.6
O=C(Nc1ccc(Cl)cc1-c1nc2ccccc2s1)c1ccco1,102,0.2
CCc1ccc(OCCNC(=O)c2ccco2)cc1,103,0
O=C(Cn1c(=O)oc2cc(S(=O)(=O)NC3CCCCC3)ccc21)N1CCCCCC1,103,0.5
Cc1nn(-c2ccccc2)c2sc(C(=O)NCCCn3ccnc3)cc12,99,-1.1
S=C(S)N1CCCCC1c1cccnc1 (stereo not given),106,0.3
CCOc1cccc2sc(NC(=O)CS(=O)(=O)c3ccc(C)cc3)nc12,104,-0.5
COc1ccc(OCc2nc(-c3ccc(OC)c(OC)c3)no2)cc1,103,-0.6
Cc1ccc(CC(=O)N2CCOCC2)cc1,102,-0.3
CCOC(=O)N1CCN(CC(=O)N2c3ccccc3Sc3ccccc32)CC1,105,1.1
COc1ccc(NC(=O)N2CCN(C/C=C/c3ccccc3)CC2)cc1,104,0.6

2 successive compounds already listed, quoted:
structure,PV pol inh,PV pol inh FP z-score
CCOC(=O)N1CCN(CC(=O)N2c3ccccc3Sc3ccccc32)CC1,105,1.1
COc1ccc(NC(=O)N2CCN(C/C=C/c3ccccc3)CC2)cc1,104,0.6

More compounds.
structure,PV pol inh,PV pol inh FP z-score
Cc1cc(O)c(C(c2ccccc2)N2CCN(C)CC2)c(=O)n1Cc1ccco1 (stereo not given),109,0.1
C1COCCNCCOCCN1,88*,-2.5*
CCN1CCN(CCCNC(=O)c2cc3sccc3n2Cc2ccc(F)cc2)CC1,101,-0.1
O=C1NC23CCCCC2C(c2ccccc2O3)C1C(=O)N1CCOCC1 (stereo not given),101,-0.3
O=C(CSc1nc(-c2ccc(F)cc2)[nH]c1-c1ccccc1)NC1CCCC1,102,0.1
C(=C\c1ccccc1)/CSc1ncnc2c1oc1ccccc12,102,0.1
COC(=O)c1ccc(S(=O)(=O)N2CCCN(Cc3ccccc3)CC2)n1C,103,0.1
CCOc1ccc(OCC(=O)Oc2ccc3c(c2)OCO3)cc1,101,-0.2

Gathered by group, the compounds so far containing an NH in an aromatic ring
structure,PV pol inh,PV pol inh FP z-score
CC(OC(=O)c1cc2ccccc2[nH]1)C(=O)NC1CC1 (stereo not given),111,0.3
Cc1ccc(C)c2[nH]c(=O)c(CCNC(=O)c3ccc(Br)o3)cc12,100,-0.8
N#CCCn1c(=S)[nH]c2ccccc21,82*,-2.8*
COC(c1cccs1)c1c(C)[nH]c2ccccc12 (stereo not given),100,-0.2
COc1cc(OC)cc(-c2cc3nc(C4CCNCC4)cc(=O)n3[nH]2)c1,100,0
O=C(Nc1n[nH]c(C(F)(F)F)n1)c1ccc(F)cc1,103,0.5
O=C(O)CNCc1nc2ccccc2[nH]1,105,1.3
O=C(CSc1nc(-c2ccc(F)cc2)[nH]c1-c1ccccc1)NC1CCCC1,102,0.1

(next part)
structure,PV pol inh,PV pol inh FP z-score
O=C(c1cccnc1)N(C1CCCCC1)C1CCCCC1,106,0.3
O=C(Cc1ccccc1)Nc1cccc(S(=O)(=O)c2cccc(NC(=O)Cc3ccccc3)c2)c1,104,0.7
O=C(c1cnn2c1NC(c1ccc(Br)cc1)CC2C(F)(F)F)N1CCCC1 (stereo not given),102,0.3
COc1ccc(NC(=O)c2cc(C(C)=O)n3ccccc23)cc1Cl,111,1

Source: PubChem (ICCB-Longwood Screening Facility, Harvard Medical School)
